hERG WT inh = blocks the wildtype human KCNH2 potassium channel; U2OS, BacMam KCNH2, thallium flux FluxOr; hits give low values; activity change, % at 1.84 µM; hit rate 0.37% among 340,000; AID 720551;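 active = maximum activity change below -70%; inconclusive = maximum activity change between -70% and -50%; inactive = maximum activity change above -50%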
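U2OS cells were transduced with wild-type KCNH2 virus (2.03 x 10^8 / mL) for 4 h at room temperature, then cultured overnight at 37 C. Thallium flux was read with FluxOr dye. Rate constants were normalized to DMSO controls.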
Coupling enz = inhibits coupling enzyme system, counter-screen for aldolase hits; coupling enzyme system counterscreen, AmpLite Red fluorescence; activity change, negative = inhibition, % at 58.2 µM, hits read low; hit rate 0.67% among 290,000; AID 2472; in the data active = activity change below about -30%
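Activity here indicates interference with the coupling reaction, not aldolase inhibition. Compounds at 57.5 uM final met coupling enzymes for 10 min at RT; substrate and AmpLite Red detection followed, with a 525/598 nm fluorescence read after 20 min.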
Giardia kill = Giardia lamblia killing | Giardia lamblia trophozoite viability | hit rate 0.15% among 340,000 | activity change, % at 7.66 µM, hits read low | AID 540267; in the data active = activity change below about -80%; inconclusive = between about -30% and that limit;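 also: parasites exposed to compound for two days anaerobically before the ATP read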
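Trophozoites 100 cells/well + cpd; 48 hrs, 37 deg C, anaerobic. ATPLite 1-Step added, 15-30 min RT, luminescence read (ATP-based viability).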
PKM2 act = activators of human pyruvate kinase M2 | P14618 | purified PKM2, Kinase-Glo ATP luminescence, activation; response scale: 0% is enzyme alone, no compound | Potency, µM (highest dose often 57.5 µM), for inactives: at the highest dose activation, hits mostly activators | hit rate 0.34% among 260,000; also: potency is read from the fitted curve at half-maximal effect; nearly all actives have a fitted effect of over 55% in size
Target sequence (P14618 whole entry, looked up): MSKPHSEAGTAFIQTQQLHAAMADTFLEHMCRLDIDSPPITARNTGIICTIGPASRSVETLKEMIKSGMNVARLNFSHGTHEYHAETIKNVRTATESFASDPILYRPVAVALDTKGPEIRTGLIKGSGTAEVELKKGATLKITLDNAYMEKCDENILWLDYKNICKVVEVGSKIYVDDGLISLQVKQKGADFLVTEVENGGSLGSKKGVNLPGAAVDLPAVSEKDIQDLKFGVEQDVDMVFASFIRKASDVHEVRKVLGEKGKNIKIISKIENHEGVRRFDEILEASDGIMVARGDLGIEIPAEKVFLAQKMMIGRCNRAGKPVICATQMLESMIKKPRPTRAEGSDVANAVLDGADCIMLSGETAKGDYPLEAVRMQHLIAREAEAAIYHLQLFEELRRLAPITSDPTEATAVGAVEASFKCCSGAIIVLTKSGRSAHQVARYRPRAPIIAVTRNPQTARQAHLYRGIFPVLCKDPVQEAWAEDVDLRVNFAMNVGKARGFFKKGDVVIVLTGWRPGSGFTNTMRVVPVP
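Kinase-Glo luminescence reports ATP generated from ADP (0.1 mM) and PEP (0.5 mM) by purified hPK-M2 after 1 h at room temperature, pH 7.2 imidazole buffer; intermediate enzyme activity allows detecting inhibitors and activators.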
Chronic BCR inh = blocks chronic active B-cell receptor signaling. AID 493014. Potency, µM (series often up to 46.1 µM), inactives show top-dose ratio change, negative = lower green/red ratio, actives largely listed as inhibitors. ABC-DLBCL IkBa-CBG/CBR reporter, luminescence ratio, 4 h. hit rate 0.05% among 340,000; active = well fitted inhibition curve with a large enough effect in the signal ratio, with a control signal flat, not every such curve was filed as active; inconclusive = small, poorly fitted or top-dose-only effect, or effect the other way, or a change in a side signal; the % refers to the signal ratio;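 also: potency is read from the fitted curve at half-maximal effect; plate controls were basal doxycycline-induced cells for no effect and cells given 10 µM MG132 for full effect; MG132 reads +100%, hits lower the ratio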
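Doxycycline induced both beetle luciferases in TMD8 lymphoma cells; IKK-driven degradation limits the IkappaBalpha-fused green signal, while red luminescence normalises for cell number and nonspecific effects. Compounds tested up to 46 uM, 4 hrs.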
B2AR arrestin = agonists driving beta-arrestin recruitment to human beta2-adrenergic receptor | hit rate 0.02% among 330,000 | AID 492947 | Potency, µM (highest dose often 46.1 µM), for the others: top-dose activation, usual class: activators | beta-arrestin recruitment to beta2AR, cell-based reporter;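 also: potency is read from the fitted curve at half-maximal effect; 0% = DMSO controls and full agonism = EC100 isoproterenol or metaproterenol; nearly all actives have a fitted effect of over 65% in size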
Target sequence (P07550 whole entry, looked up): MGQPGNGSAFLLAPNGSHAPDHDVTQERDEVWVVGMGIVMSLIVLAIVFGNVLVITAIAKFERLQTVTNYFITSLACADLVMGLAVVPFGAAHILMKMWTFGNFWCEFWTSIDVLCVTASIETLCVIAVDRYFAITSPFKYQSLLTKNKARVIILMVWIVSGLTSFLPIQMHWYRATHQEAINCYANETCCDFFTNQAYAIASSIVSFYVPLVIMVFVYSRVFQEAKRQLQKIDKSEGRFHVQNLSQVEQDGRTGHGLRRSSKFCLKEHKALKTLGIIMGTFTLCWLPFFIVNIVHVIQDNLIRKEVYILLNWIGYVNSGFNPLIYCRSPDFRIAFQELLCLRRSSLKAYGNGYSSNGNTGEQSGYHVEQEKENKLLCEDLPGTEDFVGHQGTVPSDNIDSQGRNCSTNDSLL
uPA surface inh = cell surface uPA generation inhibition. Potency, µM (doses to about 38.3 µM), for the others: at the highest dose activity change, negative = inhibition, hits mostly inhibitors. AID 540303. cell surface uPA generation assay, qHTS. hit rate 0.31% among 330,000; active = well fitted inhibition curve with a large enough effect; inconclusive = small, poorly fitted or top-dose-only effect; inactive = no such curve, though single readings can be large or run the other way; tested in mouse RAW 264.7 cells; also: potency is read from the fitted curve at half-maximal effect; nearly all actives have a fitted effect of over 55% in size
GALK inhibitor = blocks human galactokinase activity; P51570; Purified GALK, Kinase-Glo residual ATP luminescence; hit rate 0.007% among 270,000; AID 1868; Potency, µM (titrated, usually from 57.5 µM), without a hit: top-dose activity change, negative = inhibition, actives largely listed as inhibitors; also: potency is read from the fitted curve at half-maximal effect
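Human GALK (5 nM) with 35 uM ATP and 100 uM galactose in 20 mM HEPES pH 8.0, 5 mM MgCl2, 60 mM NaCl, 1 mM DTT, 0.01% BSA. After 1 h at room temperature, leftover ATP was read by Kinase-Glo Plus luminescence.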
Eya2 inh = inhibitors of human Eya2 phosphatase activity | O00167 | recombinant Eya2, OMFP fluorescence dephosphorylation (OMFP is methylfluorescein phosphate) | Potency, µM (highest dose often 76.9 µM), for inactives: at the highest dose activity, negative = inhibition, hits mostly inhibitors | hit rate 0.006% among 330,000 | AID 488837; also: potency is read from the fitted curve at half-maximal effect
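Eya2 protein (added as 0.2 uM solution) was preincubated with compound for 10 min at ambient temperature in 50 mM HEPES pH 7.5, 50 mM NaCl, 5 uM MgCl2, 0.05% BSA, 1 mM DTT. OMFP (added at 50 uM) then reacted 10 min; fluorescence read at 485/525 nm.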
KCNH2 3.1 block = inhibitors of human KCNH2 3.1 potassium channel isoform; activity change, % (tested at about 1.8 µM); U2OS KCNH2 3.1, thallium flux FluxOr; hits give low values; hit rate 0.95% among 340,000;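 active = maximum activity change below -70%; inconclusive = maximum activity change from -70% to -50%; inactive = maximum activity change above -50%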;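 also: thallium influx rate constant from kinetic fluorescence after stimulation buffer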
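Channel expression came from 3.1 mutant virus (1.77 x 10^8 /mL) applied to suspended U2OS cells for 4 h. Flux was tracked with FluxOr dye plus Red40 quencher, and kinetic rate constants normalized to controls.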
USP2a inh = blocks human ubiquitin-specific protease USP2a; O75604; USP2 core, Ub-CHOP2 coupled fluorogenic reporter, 485/531; Potency, µM (series often up to 38.3 µM), inactives show at the top dose activity change, negative = inhibition, most hits filed as inhibitors; hit rate 0.01% among 330,000; AID 463254;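 also: potency is read from the fitted curve at half-maximal effect; plate controls were DMSO wells for no effect and full inhibition by NEM control for full effect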
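USP2 core (10nM final) preincubated 30min RT with compound in 20mM Tris-HCl pH 8.0, 2mM CaCl2, 2mM beta-mercaptoethanol, 0.05% CHAPS; 25nM Ub-CHOP2 plus 25nM reporter substrate added, fluorescence (Ex485/Em531) read after 60min.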
* hit, by the source's call; u = inconclusive; x = not tested or not shown; [ ] = another dose, or the depositor's remark. Unless noted, calls follow the shape of the dose curve; as a rule, active = well fitted curve in the direction sought with a large enough effect; inconclusive = small, poorly fitted or top-dose-only effect, or another doubt; inactive = no such curve, though single readings can be large; an effect the other way counts as inactive or inconclusive. Unless noted, % is scaled to controls: 0 for no effect and ±100 for the full control effect.

SMILES	hERG WT inh	Coupling enz	Giardia kill	PKM2 act	Chronic BCR inh	B2AR arrestin	uPA surface inh	GALK inhibitor	Eya2 inh	KCNH2 3.1 block	USP2a inh
Cc1ccc(NC(=O)CN(C)C(=O)CSc2nnc(C(F)(F)F)n2C)cc1	3	-2	11	0%	1%	-0.4%	-3%	1%	-10%	-11	-4%
COc1ccc(/C=N/n2c(-c3ccco3)nc3ccccc3c2=O)cc1	4	1	-8	-3%	14%	-0.3%	0%	0%	-15%	9	1%
CCC(C)/C(C)=N/NC(=O)c1cn(-c2ccccc2)nc1-c1ccccc1 (stereo unspecified)	13	-1	11	8%	-6%	0.1%	-1%	0%	-1%	5	1%
COc1ccc(-n2nnnc2CNC(=O)c2ccc3ccccc3c2)cc1	0	x	-21	x	-3%	-0.9%	-1%	x	-12%	1	1%
CCN(CC)S(=O)(=O)c1ccc(C(=O)NCCOC(=O)c2ccc(F)cc2F)cc1	-8	0	u	x	u	0.1%	1%	0%	-10%	2	1%
O=C(c1ccc([N+](=O)[O-])s1)N1CCN(c2ccccn2)CC1	14	2	u	x	10%	-1.1%	-3%	-1%	-1%	1	2%
COc1ccc(-n2nc(C(=O)NCC(=O)N(C)Cc3ccccc3)c3ccccc3c2=O)cc1OC	4	-1	-10	0%	4%	0.1%	2%	-3%	6%	6	6%
CCCc1nc2c(o1)CC(CC(C)SCC)CC2=O (stereo unspecified)	3	4	2	1%	0%	-0.4%	-1%	2%	-19%	10	-3%
CCOc1c(C#N)c(C#N)c2nc(C)cc(C)n12	-2	-1	-1	-6%	0%	0.3%	4%	3%	16%	-2	-1%
NCCCC[C@@H]1NC(=O)c2cc([N+](=O)[O-])cc(I)c2SC[C@@H](C(N)=O)NC(=O)[C@H](Cc2ccc(O)cc2)NC1=O	-8	-2	-14	-4%	u	-0.9%	18%	x	2%	-4	0%
CC(C)NC(=O)C1CCN(C(=O)N(C)C)CC1	-12	0	5	-8%	u	-0.2%	5%	0%	9%	5	1%
CC(C)CC(=O)NC(=S)N1CCN(c2ccc([N+](=O)[O-])cc2Cl)CC1	18	-1	u	0%	-1%	0.1%	u	x	3%	-12	-1%
O=C(Cc1cc(=O)oc2cc(O)ccc12)NCC1CCC(C(=O)O)CC1 (stereo unspecified)	-8	9	-19	-5%	u	-0.3%	-2%	3%	2%	1	3%
Cc1nc(-c2ccc(S(=O)(=O)N3CCOCC3)cc2)cs1	4	x	17	0%	3%	-0.8%	2%	6%	-2%	1	-1%
O=C(NCCN1CCOCC1)c1cc(Br)ccc1Cl	11	2	10	-1%[11.5 µM]	0%	u	-1%	7%	2%	7	0%
COc1ccccc1CN(Cc1cc2cc(C)ccc2[nH]c1=O)Cc1nnnn1CC1CCCO1 (stereo unspecified)	16	-10	-7	-1%	u	-0.9%	-11%	-2%	-26%	-12	-4%
Cn1cccc1CNC(=S)Nc1cc(F)cc(F)c1	4	-1	6	-15%	-29%	-0.3%	-1%	4%	4%	2	-5%
CCOC(=O)c1nn(-c2ccccc2C)c2nc(-c3ccc(C)cc3)c(C#N)c(=O)n12	-3	-4	0	-4%	x	x	-2%	-3%	x	-4	x
CC1(C)Cc2noc(N)c2C(C)(C)N1OC(=O)c1ccco1	1	1	-11	-4%	1%	0.0%	4%	1%	-2%	-14	5%
Cc1ccc(C(=O)c2ccccc2C(=O)OCC(=O)NC(C)(C)C)cc1	-16	-27	12	2%	-3%	0.1%	4%	2%	-5%	-5	4%
Cc1cnc(-c2nnc(N(C)C(=O)c3ccccn3)s2)cn1	x	3	x	4%	-1%	0.4%	x	5%	20%	x	2%
Cc1cc(=O)nc2c3ccccc3n(CC(=O)NCCCN3CCOCC3)n12	-4	x	19	x	-11%	0.1%	3%	-7%	0%	4	0%
O=C(COC(=O)COc1ccccc1)Nc1ccc(Cl)cn1	6	x	-4	x	1%	-0.1%	-3%	x	-6%	2	-3%
CCOc1ccccc1NC(=O)Cn1nnc(C(=O)NCc2cccs2)c1N	2	-2	1	3%[0.46 µM]	u	0.3%	-4%	8%	1%	-6	2%
Cc1ccccc1Nc1nc(N)nc(COC(=O)c2cccc(S(=O)(=O)NCc3ccccc3)c2)n1	31	0	0	8%	u	u	-16%	2%	-10%	-4	4%
N#Cc1ccccc1NC(=O)CC1CCCCC1	-6	0	-14	-2%	13%	-0.5%	-3%	0%	19%	x	-6%
Cc1cc(OC(C)C(=O)NCC(O)c2ccccc2)c2c(C)c(C)c(=O)oc2c1 (stereo unspecified)	-8	x	-4	x	-5%	-0.9%	-9%	-8%	-1%	4	0%
CN1CCc2c(sc(NC(=O)c3ccc([N+](=O)[O-])o3)c2C(N)=O)C1	14	x	u	-4%	u	0.3%	-14%	0%	0%	2	2%
COC(=O)c1ccc(NC(=O)C2CCN(S(C)(=O)=O)CC2)cc1	-8	-1	-11	-7%	5%	0.0%	-2%	8%	9%	-11	2%
CCN(CC)c1ccc(N)cc1	-2	x	-7	x	4%	0.2%	-29%	x	12%	-23	2%
O=C(CCc1ccccc1)NCc1ccc2c(c1)OCO2	1	-1	-14	-1%	3%	-0.1%	2%	0%	-3%	2	4%
CC1SC(c2ccc(Cl)cc2)NC1=O (stereo unspecified)	3	4	27	-12%	-15%	-0.9%	-12%	0%	1%	10	0%
C[C@@H](NC(=O)OC(C)(C)C)c1nnc(S(=O)(=O)Cc2ccccc2)o1	-5	0	15	-24%	u	-0.1%	-8%	-2%	u	-3	-1%
Cc1nn(C)c(C)c1CCC(=O)NC1CC(C)(C)Cc2c1cnn2-c1ccccc1 (stereo unspecified)	-12	x	9	9%	-2%	0.1%	2%	-2%	-24%	x	1%
CCOC(=O)C1=C(C)NC2=C(C(=O)CC(C)(C)C2)C1c1ccc2c(c1)CCCN2C (stereo unspecified)	8	-4	-8	1%	-14%	-0.4%	-4%	-2%	-10%	-9	0%
CCN(C(=O)CSc1nnc(Cn2nnc3ccccc32)o1)c1nc(C)cs1	4	1	5	-10%	5%	-0.2%	0%	2%	-10%	6	-1%
CCC1COCCS(=O)(=O)N1Cc1cccc(C(F)(F)F)c1 (stereo unspecified)	-13	4	7	-1%	-2%	0.5%	15%	x	7%	-7	1%
Cc1ccccc1N1CCN(C2CCCN(C(=O)c3snnc3C)C2)CC1 (stereo unspecified)	-6	x	-12	-12%	0%	-0.6%	1%	8%	6%	x	0%
C[C@H](NC(=O)c1nc[nH]c1C(=O)NCC(=O)OCc1ccccc1)c1ccccc1	-9	-1	-22	1%	u	-0.5%	-4%	x	6%	-17	1%
O=C(c1ccc(NC(=S)NCc2ccco2)cc1)N1CCCCC1	0	-1	14	13%	-1%	0.1%	6%	-1%	5%	2	3%
O=C1[C@H]2[C@@H](C(=O)N1c1cc(Cl)cc(Cl)c1)[C@]1(C(=O)Nc3ccccc31)N1CCC[C@@H]21	6	0	-14	1%	0%	0.3%	x	3%	-20%	-5	0%
CC(=O)N1N=C(c2ccc(Br)cc2)OC1(C)CC(=O)Nc1ccccc1 (stereo unspecified)	2	5	9	11%	-12%	0.0%	-4%	-1%	6%	-3	-1%
Cc1cc(Oc2cnn(C(C)(C)C)c(=O)c2Cl)cc(C(C)C)c1	-6	-1	-3	-5%	-29%	0.2%	-1%	-1%	-4%	-10	1%
CC(C)c1nnc(NC(=O)COc2ccc3ccccc3c2)s1	0	x	7	-7%	3%	-1.1%	-4%	-4%	1%	-2	3%
COc1cc(C(=O)c2cocc2C(=O)c2ccc3c(c2)OCO3)cc(OC)c1OC	-1	5	-5	4%	u	-0.5%	-6%	-1%	-21%	-6	10%
CCOC(=O)NN1C(=O)c2ccccc2NC1c1ccc(N(C)C)cc1 (stereo unspecified)	4	-2	14	-12%	0%	-0.1%	-5%	0%	1%	-4	5%
